Screening results deposited in PubChem BioAssay by several laboratories.
procasp7 counter = activates human procaspase-7, counter-screen for procaspase-3 activators | P55210 | recombinant procaspase-7, Ac-DEVD-pNA absorbance 405 nm; D23A/D198A/D206A triple mutant, cannot self-cleave; scale: DMSO 0, 5 µM enzyme 100 | activation, % at 8.5 µM | 0.093% of 330,000 active | AID 463210;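 active means percent activation above the screen-wide mean plus 3 SD, cut at about 25% in these data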
Target sequence (P55210 whole entry D23A/D198A/D206A): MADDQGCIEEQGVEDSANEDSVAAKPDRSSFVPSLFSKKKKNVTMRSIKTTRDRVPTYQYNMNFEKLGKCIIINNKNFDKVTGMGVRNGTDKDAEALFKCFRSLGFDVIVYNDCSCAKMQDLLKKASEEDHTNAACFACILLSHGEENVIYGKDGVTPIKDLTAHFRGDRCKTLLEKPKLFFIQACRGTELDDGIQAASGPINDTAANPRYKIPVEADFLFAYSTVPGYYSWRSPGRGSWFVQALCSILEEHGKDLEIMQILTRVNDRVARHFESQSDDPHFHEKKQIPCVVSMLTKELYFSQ
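System: Procaspase-7 triple mutant (PC-7 D3A); measure: % activation from two-timepoint absorbance difference, scaled to controls; times: 1 h compound preincubation, 2 h substrate cleavage, 25 °C; also added: Ac-DEVD-pNA substrate, 400 µM as added; measured by: Epi-absorbance of released pNA at 405 nm, two timepoints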
TPT1 inhibitor = inhibitors of Candida albicans tRNA 2'-phosphotransferase TPT1; AID 1962; 0.81% of 300,000 active; inhibition, % at 5 µM; recombinant caTPT1, FP RNA substrate dephosphorylation;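 active means inhibition above the mean of all tested compounds plus 3 SD, set per screening campaign, cut at about 24% in these data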;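 further: plate controls were DMSO alone for no effect and ferristatin control at 100 nM for full effect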
GASC-1 inh = inhibitors of human GASC-1 (JMJD2C) demethylase; inhibition, % at 2.35 µM; Q9H3R0; GST-JMJD2C(1-420) H3K9me3 demethylation, DELFIA europium; 0.069% of 330,000 active; AID 2099;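 active means more than half of a compound's replicate wells show inhibition beyond 50%, single wells judged on their own value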;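 further: signal counts dimethyl H3K9 product captured on neutravidin plate; 0% = median of DMSO wells and 100% = 0.3 times that DMSO median; strong numbers were not always called active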
Target sequence (Q9H3R0 1-420 limits assumed): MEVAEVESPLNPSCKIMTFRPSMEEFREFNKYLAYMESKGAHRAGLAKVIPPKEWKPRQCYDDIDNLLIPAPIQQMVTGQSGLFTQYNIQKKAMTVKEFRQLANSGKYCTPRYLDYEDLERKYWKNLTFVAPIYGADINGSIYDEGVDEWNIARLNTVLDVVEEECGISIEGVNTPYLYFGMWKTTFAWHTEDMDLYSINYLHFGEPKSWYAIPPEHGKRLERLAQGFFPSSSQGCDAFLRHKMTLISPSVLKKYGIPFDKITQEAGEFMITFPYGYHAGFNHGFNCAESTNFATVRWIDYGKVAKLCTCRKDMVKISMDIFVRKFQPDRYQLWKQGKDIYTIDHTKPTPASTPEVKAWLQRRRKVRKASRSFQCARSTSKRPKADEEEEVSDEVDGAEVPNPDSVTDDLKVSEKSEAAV
PP5 primary = blocks human protein phosphatase 5 activity | AID 1987 | inhibition, % at 6.7 µM | purified PP5c, OMFP substrate fluorescence | 0.18% of 320,000 active;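 active means inhibition above the campaign's mean inhibition across all tested compounds plus 3 SD, cut at about 9.5% in these data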;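 further: 0% = DMSO only and 100% = 100 µM cantharidin control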
Efflux pump mplx = blocks antifungal efflux pumps in multiplex yeast assay; S. cerevisiae Candida pump triplex, Nile Red efflux; inhibition, % at 10 µM; 0.44% of 330,000 active; AID 485275;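 active means plate passing quality check with inhibition over a set limit, or well fluorescence over plate mean plus 4 SD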;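 further: Nile Red retained in pooled yeast measured as flow cytometry median fluorescence; 0% = buffer negative control and 100% = Enniatin B positive control; higher means more Nile Red kept so more efflux inhibition; some compounds called inactive have numbers as strong as hits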
HCV core dimer = HCV core protein dimerization inhibition | inhibition, % at 5 µM | 0.33% of 300,000 active | TR-FRET GST/Flag-core106 dimerization, 1536-well;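 active means inhibition above the mean of all tested compounds plus 3 SD, set per screening campaign, cut at about 45% in these data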
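Test system: GST/Flag-tagged HCV core106 proteins; Medium: KF-containing HEPES buffer, pH 7.45, DTT, CHAPS, BSA; Times: compound-protein-antibody incubation 4 h at 22.5 °C; Detection: TR-FRET 671 and 617 nm emission; Benchmarks: wells lacking GST-core106 and wells with excess unlabelled core106.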
PP1 inh = blocks human PP1-alpha phosphatase, a PP5 counter-screen | P62136 | 0.9% of 320,000 active | inhibition, % at 6.7 µM | purified PP1alpha, OMFP fluorescence;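 active means inhibition above the mean inhibition of all tested compounds plus 3 SD, computed separately for each screening campaign, cut at about 15% in these data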
proCasp3 act = procaspase-3 (human) activation. P42574. recombinant procaspase-3 D3A, Ac-DEVD-pNA absorbance 405 nm. activation, % at 8.5 µM. 0.11% of 330,000 active;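 active means activation above the mean of all tested compounds plus 3 SD, cut at about 21% in these data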;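 further: 0% = DMSO alone and 100% = DMSO wells spiked with extra 5 µM PC-3 D3A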
Target sequence (P42574 whole entry D9A/D28A/D175A): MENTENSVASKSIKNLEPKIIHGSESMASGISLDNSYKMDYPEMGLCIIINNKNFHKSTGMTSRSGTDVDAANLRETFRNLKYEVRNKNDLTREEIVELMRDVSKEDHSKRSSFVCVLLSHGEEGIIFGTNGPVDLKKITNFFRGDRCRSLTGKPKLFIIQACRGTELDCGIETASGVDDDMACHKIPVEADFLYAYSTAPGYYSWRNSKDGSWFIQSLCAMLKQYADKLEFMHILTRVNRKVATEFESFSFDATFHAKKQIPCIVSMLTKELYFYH
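Assay system: Procaspase-3 D3A mutant, all three cleavage aspartates alanine. Buffer or medium: Zinc-free HEPES saline buffer with Triton X-100. Times: 1 h compound preincubation, 2 h substrate hydrolysis at 25 °C. Measured by: 405 nm absorbance of p-nitroaniline, reads at 0 and 120 min. Read-out basis: percent activation relative to control range. Replicates: singlicate.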
Fh CTSL1 inh = counter-screen for PFM18AAP inhibitors: inhibitors of F. hepatica cathepsin L1; recombinant F. hepatica cathepsin L1, Z-Leu-Arg-MCA fluorescence; inhibition, % at 5.96 µM; 0.49% of 300,000 active;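 active means inhibition above the mean of all tested compounds plus 3 SD, set per screening campaign, cut at about 17% in these data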;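 further: 0% = plate median of test compound wells and 100% = 1 µM Z-Phe-Ala-diazomethylketone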
The depositor's hits bear a star; · = not tested or not shown.

Fields: procasp7 counter	TPT1 inhibitor	PP5 primary	PP1 inh	Efflux pump mplx	proCasp3 act	GASC-1 inh	HCV core dimer	Fh CTSL1 inh
- CC1CCCC(C)N1C(=O)COc1ccc(F)cc1 (stereo unspecified)
→ 6	3	1.9	-1	0.2	-5	9	-3	0
- Brc1ccc(-c2c[n+]3c(n2-c2ccccc2)SCC3)cc1
→ -2	4	-0.4	-2	0.1	-12	-4	3	2
- Nc1nnc(/C=C/c2ccccc2Cl)s1
→ -1	4	3.3	-2	0.1	-9	-8	0	4
- O=C(Nc1n[nH]c(=S)s1)c1ccco1
→ -6	-3	-3.3	-3	-0.5	-6	4	1	3
- CC1CCCCC1NC(=O)c1ccc2c(c1)OCCO2 (stereo unspecified)
→ -3	·	1.4	2	-0.1	-2	-6	·	·
- Cc1cc(C)n(-c2nc3c(c(=O)[nH]c(=O)n3C)n2CCc2ccccc2)n1
→ 1	-1	0.0	0	0.1	-3	-3	0	1
- CCc1ccc(NC(=O)CSc2ccc(-c3ccccn3)nn2)cc1
→ 5	1	3.8	4	0.1	2	-8	8	5
- CCOC(=O)N1CCN(C(=O)c2cc3c(s2)-c2c(C)cccc2OC3)CC1
→ 4	-1	3.1	6	0.0	2	-25	-5	3
- CCOC(=O)N1CCN(Cc2nc3c(c(=O)n(C)c(=O)n3C)n2CCCc2ccccc2)CC1
→ -5	-1	4.0	-5	0.3	5	12	1	-3
- O=c1[nH]c(CN2CCN(Cc3ccccc3)CC2)nc2scc(-c3ccccc3)c12
→ -1	5	0.0	3	0.0	-2	0	12	2
- CC(C)CN(C(=O)COC(=O)CNC(=O)c1ccccc1F)c1c(N)n(Cc2ccccc2)c(=O)[nH]c1=O
→ -3	0	-1.3	-1	-0.1	-1	-2	-6	-3
- O=C1CCN(Cc2ccccc2)CCN1[C@H](COc1ccccc1)Cc1ccccc1
→ 5	-3	1.5	-1	0.0	-3	-1	9	1
- COC(=O)C1=C(CCc2ccccc2)NC(=O)NC1c1ccc([N+](=O)[O-])cc1 (stereo unspecified)
→ -6	1	1.0	0	-0.2	2	-2	12	3
- Cc1n[nH]c(=O)c2c(NC(=O)CSc3nc4ccccc4c(=O)n3-c3ccc(OC(F)F)cc3)oc(C)c12
→ -2	-2	3.1	-2	0.2	-7	-11	5	9
- O=C(CCC(=O)Nc1ccccc1Cl)NNC(=O)C1CCCCC1
→ 9	·	·	·	-0.2	10	-10	·	·
- Cc1cccc(C(=O)OCC(=O)N2CCc3ccccc3C2)c1O
→ 4	·	·	·	0.1	4	2	·	·
- N#C/C(=C\c1cn[nH]c1-c1ccc(Cl)cc1)C(=O)NC1CC1
→ 3	-4	3.3	1	0.1	-9	4	2	1
- O=C(COC(=O)c1nn(-c2ccccc2)c(=O)c2ccccc12)NC1CCS(=O)(=O)C1 (stereo unspecified)
→ -7	-4	0.7	-3	0.6	-7	1	3	-29
- C=CCSc1nc2c(c(=O)[nH]1)C(C(C)C)C(C#N)=C(N)O2 (stereo unspecified)
→ -3	-2	-2.2	0	0.1	8	-4	2	-2
- C#CCOCCOCCOCCNc1nc(N2CCN(C(=O)CCCCCCCCCCNC(=O)[C@H]([C@@H](C)CC)n3cc(CCCCN=C(N)N)nn3)CC2)nc(N2CCN(C(=O)CCCCCCCCCCNC(=O)[C@H]([C@@H](C)CC)n3cc(CCCCN=C(N)N)nn3)CC2)n1
→ -6	-1	9.0	74*	2.6	-11	48	16	1
- Oc1ccc(/C=N/Nc2ccc(Cl)nn2)cc1O
→ -5	-4	1.7	-4	0.5	-3	18	-20	4
- O=c1cc(N2CCCCCC2)[nH]c(=O)n1-c1ccc(Cl)cc1
→ -3	0	2.1	0	-0.2	8	-16	-11	5
- CON(C)c1nc(NCC(C)C)nc(OCC#N)n1
→ 3	3	0.7	1	0.1	-3	-1	2	-2
- CC(=O)Nc1ccc(S(=O)(=O)NNC(=O)c2ccc(S(=O)(=O)N3CCCCC3)cc2)cc1
→ 9	0	2.0	-1	-0.2	2	12	8	1
- CC(C)[n+]1ccn(C2=C([O-])c3ccccc3C(=O)/C2=N\S(=O)(=O)c2ccccc2)c1
→ 3	-2	4.5	2	-0.1	-2	-53	-8	6
- Cc1c(C(=O)N2CCN(c3ccccn3)CC2)cccc1[N+](=O)[O-]
→ -8	-1	-1.6	-2	0.0	1	-3	-3	-1
- CCc1c(C)nc2c(OC)cccc2c1Cl
→ 5	-3	-0.3	-1	0.0	3	8	4	1
- C#CCN(Cc1ccccc1)S(=O)(=O)C=C
→ 5	·	-1.1	-3	0.0	-3	-1	·	·
- C/C(=C/c1ccccc1)C(=O)N1CC(C)OC(C)C1 (stereo unspecified)
→ 6	-1	0.3	-11	0.2	1	-18	-3	1
- O=[N+]([O-])c1cccc(Cl)c1NCCNS(=O)(=O)c1ccccc1
→ 5	-4	-0.4	-2	-0.2	0	-2	-1	-1

The listing continues.
Fields: procasp7 counter	TPT1 inhibitor	PP5 primary	PP1 inh	Efflux pump mplx	proCasp3 act	GASC-1 inh	HCV core dimer	Fh CTSL1 inh
- COc1cc(C)c(CN2CCN(c3ncccn3)CC2)cc1C
→ 1	-5	1.0	7	-0.1	11	2	3	0
- COC(=O)c1sc(NC(C)=O)c(C(=O)OC)c1C
→ -7	0	-2.2	-1	0.0	-2	5	0	0
- CCOC(=O)c1cnn(-c2ccc(NS(=O)(=O)c3ccc(Cl)cc3)cc2)c1C(F)(F)F
→ 4	-1	5.0	1	-0.2	-6	-3	6	2
- O=C(CSc1nnc(CNc2ccc(Cl)cc2)o1)Nc1nc2c(s1)CCCC2
→ 1	-1	3.1	3	-0.3	1	-1	-1	2
- COCCNc1c([N+](=O)[O-])c(=O)n(-c2ccccc2)c2ccccc12
→ 7	1	-2.8	0	-0.2	0	-28	4	3
- COc1ccc2cc(-c3cc(C(=O)O)c4ccccc4n3)ccc2c1
→ 12	-4	4.8	1	0.2	-1	-15	11	3
- Cc1ccc(C2Nc3ccccc3C(=O)N2Cc2ccco2)cc1 (stereo unspecified)
→ 3	-1	-0.3	-1	0.0	7	16	26	-1
- CC(C)(C)c1csc(N/N=C/c2ccc(O)cc2)n1
→ 4	1	1.3	1	-0.1	-10	4	-4	-7
- O=C(c1cc2nc(-c3ccccc3)cc(C(F)(F)F)n2n1)N1CCN2CCCC2C1 (stereo unspecified)
→ 4	-2	2.5	2	-0.3	2	-5	2	-2
- N#Cc1cccnc1N1CCN(C(=O)c2ccco2)CC1
→ 9	-2	2.8	-3	0.0	1	5	-1	1
- CC1(c2ccccc2Cl)NC(=O)N(CC(=O)Nc2ccc(N3CCCCC3)cc2)C1=O (stereo unspecified)
→ -4	-3	-1.1	-2	-0.1	3	1	-14	2
- CCOc1ccccc1OCCn1ncc2ccc(OC)c(OC)c2c1=O
→ -9	-1	-2.6	-4	0.0	1	1	2	0
- O=C(COC(=O)c1ccccc1O)Nc1ccc2ccccc2c1
→ 3	·	·	·	-0.1	-7	-5	·	·
- COc1ccc(NC(=O)CSc2ccc3c4c(cccc24)C(=O)c2ccccc2-3)cc1
→ -6	26*	0.4	4	0.2	-2	-15	10	-3
- COc1ccccc1N1CCN(S(=O)(=O)c2ccc3c(c2)NC(=O)CS3)CC1
→ -8	-1	4.8	6	0.1	1	1	-3	0
- COc1ccc(CNC(=O)C2(C)Cc3ccccc3C(=O)O2)cc1 (stereo unspecified)
→ 12	3	1.4	0	1.1	5	3	-3	-1
- O=C(CSc1cccc2cccc(Cl)c12)NCc1cccs1
→ 2	1	4.2	1	0.1	2	2	8	-1
- C=CCOC(=O)C1=C(C)OC(N)=C(C#N)C1c1ccc2c(c1)OCO2 (stereo unspecified)
→ 16	-3	2.6	-1	-0.1	2	2	6	1
- Cc1nnc(NC(=O)CSc2nnc(C)c(=O)n2N)s1
→ 0	-3	3.8	1	0.2	3	0	-6	-4
- O=C(Nc1cc(Sc2ccccn2)cc([N+](=O)[O-])c1)c1cccc(F)c1
→ -5	0	4.2	4	0.1	3	4	7	-1
- CCOc1ccc2[nH]c(=O)c(CN(CC3COCCO3)C(=O)c3ccc(C)cc3)cc2c1 (stereo unspecified)
→ 6	0	-1.0	-8	0.0	5	6	6	2
- O=C(c1ccc2c(=O)n(Cc3ccccc3Cl)c(=S)[nH]c2c1)N1CCOCC1
→ 9	3	-0.1	-9	-0.1	9	-1	4	0
- Cc1ccc(C(=O)c2cc([N+](=O)[O-])ccc2N2CC(C)OC(C)C2)cc1 (stereo unspecified)
→ -6	-1	3.5	-2	0.2	-4	9	-2	3
- CCN(CC)S(=O)(=O)c1ccc(NC(=O)c2nc3nc(C)cc(C)n3n2)cc1
→ 6	-1	0.5	-1	0.1	2	0	0	-8
- O=C(CN(CC1CCCO1)C(=O)CCC(=O)Nc1nccs1)NCc1ccc2c(c1)OCO2 (stereo unspecified)
→ -3	-3	0.1	-2	-0.5	-1	-2	2	3
- COc1ccccc1OCCNC(=O)c1ccc(C)o1
→ 0	1	-1.4	0	-0.1	-4	8	4	2
- CCN(CC)S(=O)(=O)c1ccc(-c2nnc(SCC(=O)N3CCc4ccccc43)o2)cc1
→ -4	1	0.0	1	0.4	8	-16	14	-1
- COC(=O)C1SCC2C(=O)N(Cc3ccc(Cl)cc3)CC(=O)N21 (stereo unspecified)
→ 2	-2	0.8	0	0.1	-4	12	-1	-1
- Cc1cccn2cc(CCNS(=O)(=O)c3ccc4c(c3)OCCO4)nc12
→ -2	3	2.7	4	-0.1	14	-22	-10	-6
- CCOC(=O)C1=CC[C@H]2c3c(c4ccccc4n3C)C(=O)C1N2C(=O)OC(C)(C)C
→ -3	·	1.8	-1	0.1	-6	-10	·	·

Following part:
Fields: procasp7 counter	TPT1 inhibitor	PP5 primary	PP1 inh	Efflux pump mplx	proCasp3 act	GASC-1 inh	HCV core dimer	Fh CTSL1 inh
- COCCOC(=O)c1sc(=S)n(CCOC)c1N
→ -7	-24	-0.1	12	-0.2	-3	0	6	2
- CC12CCC(C(=O)NCCc3ccccc3)(OC1=O)C2(C)C (stereo unspecified)
→ 11	-2	3.4	0	-0.1	9	-5	-16	-3
- CN(C)/C=N/c1nc(-c2ccc3ccccc3c2)cs1
→ 9	3	5.3	-1	0.7	-1	3	-9	1
- O=C(CCn1c(=S)[nH]c2cc3c(cc2c1=O)OCO3)NCc1ccc(Cl)cc1
→ 5	1	-1.3	1	0.1	1	1	-8	1
- CCSc1nc2c(cnn2-c2ccc(C)c(C)c2)c(=O)[nH]1
→ 5	-2	1.9	0	-0.3	-1	-9	1	1
- O=C(O)c1ccc(-c2ccc(-c3ccccc3)cc2)s1
→ 0	2	0.1	13	0.0	5	-12	31	4
- CN(CC1CCOCC1)C(=O)CC1C(=O)NCCN1Cc1ccc(Cl)c(F)c1 (stereo unspecified)
→ 4	-1	-0.5	-7	0.1	3	-5	7	-2
- CCCCCCOC(=O)Cc1c(C)nc(N)[nH]c1=O
→ 8	0	-2.9	-3	0.1	7	6	0	-5
